Assay outcomes from PubChem BioAssay.
mIAP activ: mouse IAP activation; muIAP, CDP-Star luminescence, 30 min; active compounds read high; 1 = vehicle-only enzyme signal, 0 = enzyme-free wells; hit rate 0.24% among 330,000; AID 2805; activation factor at 10 µM;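 active = activation factor of at least 2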; also: the source names both 10 and 20 µM as test concentration; values of inactives mirror those of a sister screen read the other way
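Assay system: mouse IAP enzyme; Reagent: CDP-Star chemiluminescent phosphatase substrate; Compound: DMSO-dissolved test compounds; Incubation: 30 min, room temperature; Technique: luminescence from enzymatic CDP-Star hydrolysis; Controls: DMSO-only wells and no-enzyme negative control.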
A3A deaminase: human APOBEC3A DNA deaminase inhibition; P31941; recombinant A3A, FAM/TAMRA ssDNA deamination fluorescence; inhibition, % at 20 µM; hit rate 0.41% among 330,000; AID 493011;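 active = at least 40% inhibition at 20 µM here, with at most 30% in a related deaminase screen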;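 also: plate controls were A3A with DMSO for no effect and wells lacking A3A enzyme for full effect; some results filed as inactive read as strong as hits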
Target sequence (P31941 whole entry, looked up): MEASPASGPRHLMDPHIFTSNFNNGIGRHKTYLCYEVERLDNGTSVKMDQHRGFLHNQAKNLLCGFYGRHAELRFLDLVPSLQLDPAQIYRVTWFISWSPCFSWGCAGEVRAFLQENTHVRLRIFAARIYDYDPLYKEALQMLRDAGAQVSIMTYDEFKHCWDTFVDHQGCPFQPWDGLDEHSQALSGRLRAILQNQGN
hIAP inh: human IAP inhibition. P09923. purified IAP, CDP-Star luminescence, 30 min. inhibition, % at 10 µM. hit rate 0.12% among 330,000. AID 2544;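 active = inhibition reaching a set limit with compound at 10 µM in the primary screen, cut at about 35% in these data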;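 also: plate controls were DMSO wells with enzyme for no effect and no-enzyme buffer wells for full effect; values of inactives mirror those of a sister screen read the other way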
APOBEC3G inh: inhibitors of human APOBEC3G DNA deaminase; Q9HC16; recombinant A3G, ssDNA deamination FAM/TAMRA fluorescence; inhibition, % at 20 µM; hit rate 0.28% among 330,000; AID 493012;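 active = inhibition of at least 40% at 20 µM, with no more than 30% in the related APOBEC3A deaminase screen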;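 also: plate controls were DMSO wells with A3G for no effect and wells lacking A3G enzyme for full effect; some compounds called inactive have numbers as strong as hits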
Target sequence (Q9HC16 whole entry, looked up): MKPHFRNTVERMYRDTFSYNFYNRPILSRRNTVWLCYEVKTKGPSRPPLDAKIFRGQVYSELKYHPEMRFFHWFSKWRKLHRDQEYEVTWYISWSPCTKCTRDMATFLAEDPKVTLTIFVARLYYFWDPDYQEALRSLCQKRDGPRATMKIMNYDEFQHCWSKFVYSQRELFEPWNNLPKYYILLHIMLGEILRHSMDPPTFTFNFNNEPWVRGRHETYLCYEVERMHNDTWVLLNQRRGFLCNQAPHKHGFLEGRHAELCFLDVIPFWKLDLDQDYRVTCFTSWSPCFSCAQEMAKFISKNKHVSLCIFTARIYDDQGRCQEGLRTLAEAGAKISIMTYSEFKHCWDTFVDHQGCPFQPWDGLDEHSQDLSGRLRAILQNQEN
hIAP activ: increases human intestinal alkaline phosphatase activity. P09923. activation factor at 10 µM. hit rate 0.16% among 330,000. purified human IAP, CDP-Star luminescence, 30 min; active compounds read high; 1 = vehicle-only enzyme, 0 = enzyme-free background;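 active = activation factor of the enzyme at least 2-fold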; also: the source names both 10 and 20 µM as test concentration; values of inactives mirror those of a sister screen read the other way
ATG4B inhibitor: blocks human ATG4B protease cleavage of LC3 substrate. Q9Y4P1. ATG4B cleavage of LC3-PLA2, NBD-HPC fluorescence, 1 h. inhibition, % at 8.33 µM. hit rate 0.51% among 340,000. AID 504462; in the data active = inhibition above about 40%
Target sequence (Q9Y4P1 whole entry, looked up): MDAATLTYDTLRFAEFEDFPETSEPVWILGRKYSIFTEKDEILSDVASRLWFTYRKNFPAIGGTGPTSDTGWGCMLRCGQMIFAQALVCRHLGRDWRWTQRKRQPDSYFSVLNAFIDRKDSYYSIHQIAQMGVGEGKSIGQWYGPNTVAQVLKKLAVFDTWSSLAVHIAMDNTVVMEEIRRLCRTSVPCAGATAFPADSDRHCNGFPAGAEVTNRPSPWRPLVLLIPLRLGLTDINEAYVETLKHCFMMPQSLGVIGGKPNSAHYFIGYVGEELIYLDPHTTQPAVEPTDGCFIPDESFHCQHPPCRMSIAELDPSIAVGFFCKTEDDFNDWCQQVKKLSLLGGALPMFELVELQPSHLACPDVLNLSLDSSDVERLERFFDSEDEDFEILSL
beta cell repl: induces beta-cell replication in MIN6 cells; MIN6 cells proliferation, ATPlite luminescence, 48 h; cells starved in 0.2% serum; 100% = growth in 10% serum; hit rate 0.29% among 330,000; proliferation, % at 10 µM;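 active = compounds whose signal lies at least 3.5 SD above the mean of all wells on their plate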;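 also: 0% = DMSO-treated cells in low-serum medium and 100% = 10% serum control; some compounds called inactive have numbers as strong as hits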
mIAP inh: blocks mouse intestinal alkaline phosphatase. hit rate 0.2% among 330,000. purified mouse IAP, CDP-Star luminescence, 30 min. inhibition, % at 10 µM. AID 2806;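 active = inhibition of at least 40% at 10 µM in the primary screen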;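 also: plate controls were DMSO with enzyme for no effect and no enzyme wells for full effect; values of inactives mirror those of a sister screen read the other way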
MPTP block: blocks calcium-induced mitochondrial swelling. isolated mouse mitochondria, Ca2+ swelling absorbance, 30 min. inhibition, % at 10 µM. AID 602449. hit rate 1.4% among 360,000;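 active = inhibition of 50% or more, scaled per plate between neutral and stimulator controls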;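 also: 0% = DMSO wells given calcium and 100% = 1 mM EGTA wells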
Numbers without * were called inactive; . = not tested or not shown.

SMILES | mIAP activ | A3A deaminase | hIAP inh | APOBEC3G inh | hIAP activ | ATG4B inhibitor | beta cell repl | mIAP inh | MPTP block
N=c1c(C(=O)NC2CCCCC2)cc2c(=O)n3ccccc3nc2n1Cc1ccc(F)cc1 | 0.97 | -10 | 13 | -10 | 0.87 | -4 | -8 | 3 | -0.3
CCOC(=O)CNC(=O)CSc1nnc(-c2ccncc2)n1-c1ccc(Cl)cc1 | 1 | -1 | -7 | -3 | 1.1 | -2 | 4 | -5 | 2.4
CCOc1ccc(OCCC(=O)N(CCCOC)c2c(N)n(Cc3ccccc3)c(=O)[nH]c2=O)cc1 | 0.96 | 4 | 8 | -7 | 0.92 | -2 | -6 | 4 | -0.6
CCN(CC)S(=O)(=O)c1ccc(Oc2ccccc2)c(N)c1 | 1.1 | 4 | -6 | -8 | 1.1 | -6 | -1 | -8 | 0.7
COC(=O)c1cc(Oc2ccc(S(=O)(=O)N3CCOCC3)cc2[N+](=O)[O-])cc(C(=O)OC)c1 | 0.94 | 2 | 4 | -2 | 0.96 | -3 | -4 | 6 | -0.3
O=C(NCC1CCCO1)c1ccc(C(=O)NCC2CCCO2)cc1 (centres undefined) | 1 | -2 | 7 | -5 | 0.93 | 0 | -3 | -3 | -11
O=C1C2C(C(=O)N1/N=C/c1ccco1)C1C=CC2C12CC2 (centres undefined) | 0.94 | -4 | 7 | -6 | 0.93 | -7 | -2 | 6 | 0.0
COc1ccccc1C(CC(N)=O)c1ccco1 (centres undefined) | 0.97 | -13 | 4 | -5 | 0.96 | 5 | -2 | 3 | -0.2
O=C(OCC(=O)N1CCCCC1)c1cccs1 | 1.1 | -1 | -2 | -2 | 1 | -2 | 0 | -6 | 1.3
Nc1nonc1C(=O)NCCNCc1cc(Br)ccc1OCc1ccc(F)cc1 | 0.97 | -1 | 11 | 0 | 0.89 | -14 | -6 | 3 | 65*
COc1ccc(/C=C/C(=O)NCc2ccc3c(c2)OCO3)cc1OC | 0.95 | 6 | -10 | -4 | 1.1 | 15 | -2 | 5 | 2.8
O=c1c2[nH]c3cccc(Cl)c3c2ncn1Cc1ccco1 | 1 | 3 | 0 | -2 | 1 | -2 | 3 | -2 | 3.5
CCNc1nc(Oc2ccc(C(=O)OC)cc2)nc(SC)n1 | 1 | -1 | 11 | -3 | 0.89 | -9 | 4 | -2 | 0.3
Cc1ccc(C)c(NC(=S)Nc2ncccc2C)c1 | 0.88 | -4 | -11 | -10 | 1.1 | 0 | -3 | 12 | -0.7
CCOC(=O)c1c(C)[nH]c(C)c1C(=O)COC(=O)c1cc2ccccc2cc1O | 1.1 | -3 | -6 | -5 | 1.1 | 12 | -5 | -14 | 38
Cc1ccc(SCCC(=O)Nc2cccc(N(C)S(C)(=O)=O)c2)cc1 | 1.1 | -3 | 8 | -3 | 0.92 | 16 | -2 | -8 | 5.9
Cc1ccc(C)n1-c1ccc(N2CCOCC2)nc1 | 1 | 7 | 3 | 2 | 0.97 | 14 | -1 | -4 | -0.2
CC(NC(=O)CN(c1ccc(Br)cc1)S(C)(=O)=O)c1ccccc1 (centres undefined) | 1 | 34 | -16 | -1 | 1.2 | -2 | 1 | -1 | 2.5
Cc1ccc(C(C(=O)NCc2ccco2)N(Cc2ccco2)C(=O)CNC(=O)c2ccco2)cc1 (centres undefined) | 1 | -2 | 0 | -1 | 1 | -12 | 5 | -5 | 1.1
CCCSc1nc(N)cc(=O)[nH]1 | 0.95 | -3 | 7 | -8 | 0.93 | 2 | 1 | 5 | 1.1
CCOc1ccc(-n2c(=O)c3sccc3n(CC(=O)Nc3cccc(OC)c3)c2=O)cc1 | 1.1 | 0 | 5 | -5 | 0.95 | 1 | 3 | -11 | 1.1
C=CCNc1nc(Cl)nc(NCc2ccco2)n1 | 0.97 | 1 | 5 | 0 | 0.95 | -2 | -1 | 3 | 2.0
N#Cc1c(N2CCOCC2)nsc1-c1ccc(C(F)(F)F)cc1 | 0.92 | -3 | 1 | -9 | 0.99 | 1 | -2 | 8 | 0.2
C=CCn1c(SCC(=O)Nc2ccccc2C)nc(O)cc1=O | 1.1 | -5 | -6 | -7 | 1.1 | 3 | -3 | -7 | -0.6
CC(NC(=S)Nc1c(Cl)cccc1OC(F)F)C(C)(C)C (centres undefined) | 1.3 | -5 | 12 | -9 | 0.88 | 2 | 0 | -27 | 5.9

An excerpt from above in order of heavy-atom count, highest first.
SMILES | mIAP activ | A3A deaminase | hIAP inh | APOBEC3G inh | hIAP activ | ATG4B inhibitor | beta cell repl | mIAP inh | MPTP block
CCOc1ccc(OCCC(=O)N(CCCOC)c2c(N)n(Cc3ccccc3)c(=O)[nH]c2=O)cc1 | 0.96 | 4 | 8 | -7 | 0.92 | -2 | -6 | 4 | -0.6
N=c1c(C(=O)NC2CCCCC2)cc2c(=O)n3ccccc3nc2n1Cc1ccc(F)cc1 | 0.97 | -10 | 13 | -10 | 0.87 | -4 | -8 | 3 | -0.3
CCOc1ccc(-n2c(=O)c3sccc3n(CC(=O)Nc3cccc(OC)c3)c2=O)cc1 | 1.1 | 0 | 5 | -5 | 0.95 | 1 | 3 | -11 | 1.1
CCOC(=O)CNC(=O)CSc1nnc(-c2ccncc2)n1-c1ccc(Cl)cc1 | 1 | -1 | -7 | -3 | 1.1 | -2 | 4 | -5 | 2.4
O=C(NCC1CCCO1)c1ccc(C(=O)NCC2CCCO2)cc1 (centres undefined) | 1 | -2 | 7 | -5 | 0.93 | 0 | -3 | -3 | -11
C=CCn1c(SCC(=O)Nc2ccccc2C)nc(O)cc1=O | 1.1 | -5 | -6 | -7 | 1.1 | 3 | -3 | -7 | -0.6
O=c1c2[nH]c3cccc(Cl)c3c2ncn1Cc1ccco1 | 1 | 3 | 0 | -2 | 1 | -2 | 3 | -2 | 3.5
Cc1ccc(C)n1-c1ccc(N2CCOCC2)nc1 | 1 | 7 | 3 | 2 | 0.97 | 14 | -1 | -4 | -0.2

(cont.)
SMILES | mIAP activ | A3A deaminase | hIAP inh | APOBEC3G inh | hIAP activ | ATG4B inhibitor | beta cell repl | mIAP inh | MPTP block
CCn1c(SCC(=O)N/N=C/c2ccncc2)nc2ccccc21 | 0.89 | 2 | 4 | -1 | 0.95 | -3 | 1 | 11 | 1.8
CCn1c2ccccc2c2cc(N=C3SC(CC(=O)Nc4ccccc4OC)C(=O)N3CCOC)ccc21 (centres undefined) | 0.93 | 8 | 11 | 1 | 0.89 | -15 | 0 | 7 | 0.1
CCOc1ccc(CNC(=O)C2CCN(S(=O)(=O)N3CCCC3)CC2)cc1OC | 1.1 | -5 | 5 | -4 | 0.95 | -12 | -2 | -6 | -0.1
CCC(=O)NCCCNc1nc2c(C)cccc2cc1C#N | 0.92 | 3 | -12 | -2 | 1.1 | -11 | -3 | 8 | -0.5
CCc1ccc(CNc2ccc(O)cc2)cc1 | 0.82 | 0 | 4 | 2 | 0.96 | 7 | -3 | 18 | 1.2
Cc1ccc(C)c(N2CCN(S(=O)(=O)c3ccc4[nH]c(=O)ccc4c3)CC2)c1 | 0.91 | 2 | 8 | 0 | 0.92 | -7 | 3 | 9 | 0.0
O=C(Nc1sc2c(c1C(=O)NCc1cccnc1)CCCC2)c1ccco1 | 1 | -2 | 2 | -6 | 0.97 | -10 | 1 | 0 | 4.6
Cc1nonc1CC(=O)N1CCc2c([nH]c3ccccc23)C1c1ccccc1F (centres undefined) | 1.2 | -2 | -7 | -6 | 1.1 | -8 | 0 | -17 | 2.3
COc1cccc(C(=O)OCCNC(=O)c2cccnc2)c1 | 1.2 | -6 | 5 | -4 | 0.95 | -8 | 0 | -17 | -0.4
CC(C)OCCCNC(=O)c1ccc2c(c1)S(=O)(=O)c1ccccc1C2=O | 1 | -2 | -25 | -13 | 1.3 | -2 | 4 | -3 | 1.5
O=C(Cc1ccccc1)N/N=C/c1ccc2c(c1)OCO2 | 0.99 | 4 | 13 | 0 | 0.87 | -5 | 0 | 1 | -1.3
COc1cccc(-n2c(SCC(=O)c3c[nH]c4ccccc34)nc3ccccc3c2=O)c1 | 1.1 | -5 | 14 | -7 | 0.86 | 28 | -2 | -8 | 11
C[C@H](CO)N1C[C@H](C)[C@@H](CN(C)S(=O)(=O)c2ccccc2)Oc2ccc(NS(=O)(=O)c3cn(C)cn3)cc2C1=O | 1.1 | 4 | 2 | 2 | 0.98 | -7 | 0 | -5 | -0.7
COc1cc(O)c(C(=O)O)c(CCc2ccccc2)c1 | 1.1 | 3 | . | 7 | . | 5 | . | -15 | 0.9
COc1cc(COc2ccc3c(C)c(CC(=O)O)c(=O)oc3c2C)cc(OC)c1OC | 1 | -1 | -12 | 5 | 1.1 | 2 | -3 | -1 | 0.6
O=[N+]([O-])c1ccccc1S(=O)(=O)Nc1ccc(S(=O)(=O)N2CCCC2)cc1 | 0.97 | -5 | 13 | -9 | 0.87 | 0 | 6 | 3 | -0.5
CCOc1ccc(CCNC(=O)C2CSC3(C)CCC(=O)N23)cc1OCC (centres undefined) | 0.98 | -1 | -7 | -6 | 1.1 | -9 | -3 | 2 | -0.2
CCOC(=O)N1CCN(C(=O)c2cc3c(s2)-c2c(C)cccc2OC3)CC1 | 1 | -5 | -12 | -7 | 1.1 | -3 | 3 | -3 | 0.5
Cc1ccc2nc3c(cc(C(=O)NC4CCS(=O)(=O)C4)n3Cc3ccccc3)c(=O)n2c1 (centres undefined) | 1.2 | -3 | -47 | 0 | 1.5 | 4 | 3 | -24 | 0.1
Cc1cccc(N=C2NC(=O)/C(=C3/C(=O)N(C)c4ccccc43)S2)c1C | 0.88 | 0 | 20 | 0 | 0.8 | 5 | -3 | 12 | 3.0
Cn1c(CNS(=O)(=O)c2ccc(Cl)cc2)cc(=O)n(C)c1=O | 0.89 | -6 | 0 | -9 | 1 | 6 | 0 | 11 | -0.2
CCc1nc(-n2[nH]c(=O)c3ccccc3c2=O)c2c3c(sc2n1)CCCC3 | 1 | -5 | -6 | -7 | 1.1 | 16 | -3 | 0 | -0.1
COc1ccc(CN2CN=C(Nc3nc4ccccc4s3)NC2)cc1 | 1 | 3 | 3 | 1 | 0.97 | 10 | -3 | -2 | -0.9
O=C(Nc1ccccc1)OCc1cc(-c2ccccc2Cl)on1 | 1 | -2 | 14 | -2 | 0.86 | 13 | -2 | -4 | -1.1
CN(Cc1nc(-c2cnccn2)no1)C1CC(C)(C)NC(C)(C)C1 | 1.1 | -1 | 8 | 3 | 0.92 | 4 | -1 | -10 | 0.2
O=C(NNc1c(Cl)cccc1Cl)c1c(F)cccc1Cl | 0.98 | 0 | 5 | -3 | 0.95 | -3 | 1 | 2 | 1.2
CC(=O)NC1CC2CCCC(C1)N2CC(=O)NCc1ccc(F)cc1 (centres undefined) | 1.1 | 2 | 1 | -1 | 0.99 | -10 | -1 | -12 | -1.1
COc1ccc(NC(=O)N2CCCC(C(=O)NCCc3ccccc3)C2)cc1 (centres undefined) | 1 | -2 | -11 | -4 | 1.1 | 1 | -3 | 0 | -0.4
COc1ccc(S(=O)(=O)N(CC(=O)NC2CCCC2)c2ccccc2OC)cc1 | 0.97 | -1 | 1 | 12 | 0.99 | -8 | 2 | 2 | -1.7

No enrichment for hits; overall some 3.3% were active at least once.
